Keap1-Nrf2 PPI: inhibitors of human Keap1-Nrf2 protein-protein interaction. Q14145. Keap1 Kelch-Nrf2 peptide fluorescence polarization, 1536-well. inhibition, % at 9.4 µM. 0.15% of 340,000 active. AID 504523; in the data active = inhibition above about 12%;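 note: human Keap1 Kelch domain with fluorescein labeled Nrf2 9mer peptide probe; 0% = neutral control wells and 100% = peptide positive control; higher means more block of Keap1 binding to Nrf2 peptide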
Target sequence (Q14145 whole entry, looked up, the tested form may be a part): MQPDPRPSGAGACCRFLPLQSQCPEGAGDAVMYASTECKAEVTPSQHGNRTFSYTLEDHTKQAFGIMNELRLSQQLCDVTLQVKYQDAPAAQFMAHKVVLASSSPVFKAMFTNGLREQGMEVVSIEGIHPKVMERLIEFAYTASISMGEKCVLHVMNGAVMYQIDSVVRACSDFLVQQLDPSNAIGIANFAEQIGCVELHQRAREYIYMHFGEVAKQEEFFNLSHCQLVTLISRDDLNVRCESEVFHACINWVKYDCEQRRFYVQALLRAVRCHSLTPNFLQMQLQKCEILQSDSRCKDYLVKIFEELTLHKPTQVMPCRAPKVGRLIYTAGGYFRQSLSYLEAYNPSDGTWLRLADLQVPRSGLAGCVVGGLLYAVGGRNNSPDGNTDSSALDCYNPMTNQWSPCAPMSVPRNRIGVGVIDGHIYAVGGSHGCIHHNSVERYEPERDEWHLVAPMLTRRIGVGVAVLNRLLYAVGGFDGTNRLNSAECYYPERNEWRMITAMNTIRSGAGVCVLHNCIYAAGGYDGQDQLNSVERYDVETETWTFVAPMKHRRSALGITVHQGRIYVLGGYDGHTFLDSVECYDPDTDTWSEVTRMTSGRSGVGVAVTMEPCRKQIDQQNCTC
SR-BI DiI inh: mouse SR-BI HDL lipid transfer inhibition | Q61009 | ldlA[mSR-BI] CHO cells, DiI-HDL uptake fluorescence, 3 h | inhibition, % at 12.5 µM | 0.96% of 320,000 active | AID 488896;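 active = mean replicate inhibition of at least 70% and a set share of replicates each scoring 70 or more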;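 note: 0% = median of neutral control wells and 100% = median of positive control wells; values of inactives mirror those of a sister screen read the other way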
Cardiac RTF inh: cardiac RTF calcium desensitization | inhibition, % at 7.15 µM | P19429+P45379 | 0.12% of 340,000 active | IANBD-labeled cardiac RTF, Ca2+ fluorescence;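 active = inhibition above the mean inhibition of all tested compounds plus 3 SD, cut at about 17% in these data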;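 note: assay run at fixed EC70 calcium of 1.6 mM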
SR-BI DiI-HDL act: activators of SR-BI mediated HDL lipid uptake | 0.096% of 320,000 active | activation, % at 12.5 µM | CHO ldlA[mSR-BI] cells, DiI-HDL uptake fluorescence, 3 h; 100 = double the neutral-control signal;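 active = mean replicate activation of at least 60% and every replicate at or above 60%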;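 note: 0% = median plate neutral-control signal and 100% = twice that signal; values of inactives mirror those of a sister screen read the other way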
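System: LDL receptor-deficient CHO ldlA cells overexpressing murine SR-BI | Timing: 3 h uptake period with compound, 37 °C | Medium: HEPES-buffered (25 mM, pH 7.4) F12 plus 0.5% BSA | Dosing: Single-point compound dose | Signal: Bottom-read fluorescence, 550/595 nm | Read-out: Retained DiI signal reflecting DiI-HDL uptake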
Arr AP2 block: human beta-arrestin and AP2 interaction inhibition | 0.31% of 340,000 active | inhibition, % at 10 µM | FITC-arrestin peptide / GST-AP2 beads, flow cytometry; AP2 beta2 appendage carries R879A mutation;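 active = inhibition above a set limit, near 3 SD of compounds lacking own fluorescence, cut at about 54% in these data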;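 note: plate controls were DMSO wells for no effect and 5 µM unlabelled arrestin peptide for full effect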
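Test system: GST-tagged AP2 beta2-adaptin appendage (R879A) on 4 µm glutathione beads; also added: fluorescein-tagged arrestin peptide at 50 nM final; timing: 12 min plus 1 h, RT; signal: flow cytometry, FL1 (488/535 nm); read-out: percent drop in bead-associated FITC signal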
NSD2 inh: inhibitors of human histone methyltransferase NSD2; O96028; NSD2 peptide methylation, AlphaScreen, 120 min; inhibition, % at 12.5 µM; 0.54% of 310,000 active; in the data active = inhibition above about 50%
DAGLB inhibitor: blocks human DAGLB lipase activity; inhibition, % at 5.17 µM; AID 504411; 0.059% of 340,000 active; HEK293T DAGLB membrane lysate, EnzChek fluorogenic substrate; Q8NCG7; in the data active = inhibition above about 34%;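 note: 0% = enzyme with vehicle and 100% = wells lacking enzyme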
PKA-R2B activ: PKA-R2B complex activation; PKA-R2B holoenzyme dissociation, Cy5-IP20 fluorescence polarization; R2B truncated from residue 108, S112A mutant; 0% DMSO only, 100% 113 µM cGMP; activation, % at 11.4 µM; 0.079% of 340,000 active;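 active = activation above a cutoff set at the mean over all compounds plus 3 SD, cut at about 18% in these data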;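 note: higher means more holoenzyme dissociation and a rise in polarization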
Target sequence (P31323 whole entry, looked up, other chains not shown, the tested form may be a part): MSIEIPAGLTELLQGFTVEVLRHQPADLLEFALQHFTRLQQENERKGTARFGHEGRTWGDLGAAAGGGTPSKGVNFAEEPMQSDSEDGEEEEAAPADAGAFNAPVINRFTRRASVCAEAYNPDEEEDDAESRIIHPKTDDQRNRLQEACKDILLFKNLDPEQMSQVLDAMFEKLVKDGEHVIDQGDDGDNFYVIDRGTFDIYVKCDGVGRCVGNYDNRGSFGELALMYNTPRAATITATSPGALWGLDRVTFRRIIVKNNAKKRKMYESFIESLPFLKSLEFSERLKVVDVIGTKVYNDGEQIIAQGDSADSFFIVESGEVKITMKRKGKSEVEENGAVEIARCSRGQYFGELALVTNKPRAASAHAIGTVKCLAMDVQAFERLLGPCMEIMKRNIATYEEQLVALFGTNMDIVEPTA
PvdQ acylase: P. aeruginosa PvdQ acylase inhibition; inhibition, % at 10 µM; purified PvdQ acylase, fluorescence plate reader; AID 488965; 0.063% of 340,000 active; in the data active = inhibition above about 30%, passing the limit was not always enough;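 note: 0% = vehicle neutral wells and 100% = reference inhibitor wells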
C-LANA FP: KSHV C-LANA DNA binding inhibition; MBP-C-LANA/FAM-LBS DNA binding, fluorescence polarization; inhibition, % at 9 µM; 0.078% of 340,000 active;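 active = highest replicate inhibition at or above 60% at 9 µM, even if other replicates fall short; inactive = all replicates below 60% inhibition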;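 note: 0% = neutral control wells and 100% = 4 µM acridine orange control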
* = called active by the depositor. Hits appear at their usual frequency (roughly 2.1% active in at least one column).

What do the screens show for `Nc1nonc1C(=O)N1CCCCC1`?
Keap1-Nrf2 PPI: -3; SR-BI DiI inh: 18; Cardiac RTF inh: -5; SR-BI DiI-HDL act: -18; Arr AP2 block: -17; NSD2 inh: 8; DAGLB inhibitor: -2; PKA-R2B activ: 5; PvdQ acylase: -4; C-LANA FP: 0.0

What do the screens show for `Cc1cc(C(C)(C)C)n2nc(C)c(-c3ccccc3)c2n1`?
Keap1-Nrf2 PPI: -2; SR-BI DiI inh: -8; Cardiac RTF inh: -7; SR-BI DiI-HDL act: 8; Arr AP2 block: 14; NSD2 inh: -3; DAGLB inhibitor: -4; PKA-R2B activ: 1; PvdQ acylase: 13; C-LANA FP: 1.3

Results for Cn1c(-c2ccc(Cl)nc2)nc2cc(Cl)ccc21 ?
Keap1-Nrf2 PPI: -2; SR-BI DiI inh: 11; Cardiac RTF inh: -2; SR-BI DiI-HDL act: -11; Arr AP2 block: -8; NSD2 inh: 1; DAGLB inhibitor: -2; PKA-R2B activ: 3; PvdQ acylase: -19; C-LANA FP: -0.5

What do the screens show for `O=C(CN1C(=O)CCC1=O)Nc1ccc(Br)cc1`?
Keap1-Nrf2 PPI: 0; SR-BI DiI inh: -3; Cardiac RTF inh: -3; SR-BI DiI-HDL act: 3; Arr AP2 block: -10; DAGLB inhibitor: 0; PKA-R2B activ: 8; PvdQ acylase: -12; C-LANA FP: 1.0

What do the screens show for `O=C1NCC(COCc2ccco2)O1` (centres undefined)?
Keap1-Nrf2 PPI: -8; SR-BI DiI inh: -47; Cardiac RTF inh: -2; SR-BI DiI-HDL act: 47; Arr AP2 block: 0; NSD2 inh: 1; DAGLB inhibitor: -2; PKA-R2B activ: -5; PvdQ acylase: -5; C-LANA FP: -0.2

Results for Cc1ccc(NC(=S)NCCN2CCOCC2)cc1F ?
Keap1-Nrf2 PPI: 0; SR-BI DiI inh: -28; Cardiac RTF inh: -2; SR-BI DiI-HDL act: 28; Arr AP2 block: 45; NSD2 inh: -2; DAGLB inhibitor: 0; PKA-R2B activ: -1; PvdQ acylase: 0; C-LANA FP: 2.0

How did CCCCCCCOC(=O)C1=C(C)Nc2ncnn2C1c1cccs1 (centres undefined) do in these assays?
Keap1-Nrf2 PPI: 3; SR-BI DiI inh: 33; Cardiac RTF inh: -4; SR-BI DiI-HDL act: -33; Arr AP2 block: 1; NSD2 inh: 1; DAGLB inhibitor: -3; PKA-R2B activ: -10; PvdQ acylase: -9; C-LANA FP: 0.5

Results for CCN(CC)CCCNC(=O)c1[nH]c2ccccc2c1Sc1ccc(Cl)cc1 ?
Keap1-Nrf2 PPI: 0; SR-BI DiI inh: -37; Cardiac RTF inh: 1; SR-BI DiI-HDL act: 37; Arr AP2 block: 10; NSD2 inh: 20; DAGLB inhibitor: 7; PKA-R2B activ: -6; PvdQ acylase: -8; C-LANA FP: -0.9

How did N#Cc1ccc(-c2ccc(F)cc2)nc1Oc1ccccc1 do in these assays?
Keap1-Nrf2 PPI: -4; SR-BI DiI inh: 20; Cardiac RTF inh: -6; SR-BI DiI-HDL act: -20; Arr AP2 block: -4; NSD2 inh: -1; DAGLB inhibitor: -7; PKA-R2B activ: -2; PvdQ acylase: -15; C-LANA FP: -1.1

How did CC(C)C(NC(=O)C1CCCCC1)C(=O)NCCc1ccccc1 (centres undefined) do in these assays?
Keap1-Nrf2 PPI: 3; Cardiac RTF inh: -6; Arr AP2 block: 32; DAGLB inhibitor: -2; PKA-R2B activ: 11; PvdQ acylase: -3; C-LANA FP: -1.7

How did CCN(CC)CCNC(=O)c1ccc(NC(=O)c2cccc(S(=O)(=O)N3CCCCCC3)c2)cc1 do in these assays?
Keap1-Nrf2 PPI: -7; SR-BI DiI inh: 13; Cardiac RTF inh: -5; SR-BI DiI-HDL act: -13; Arr AP2 block: -17; NSD2 inh: 12; DAGLB inhibitor: -1; PKA-R2B activ: -8; PvdQ acylase: -12; C-LANA FP: 0.0

Results for C1=C(CCNc2ncnc3c2[nH]c2ccccc23)CCCC1 ?
Keap1-Nrf2 PPI: -5; SR-BI DiI inh: -13; Cardiac RTF inh: -21; SR-BI DiI-HDL act: 13; Arr AP2 block: 4; NSD2 inh: 0; DAGLB inhibitor: -1; PKA-R2B activ: 4; PvdQ acylase: -10; C-LANA FP: 2.5

What do the screens show for `CCOC(=O)c1cc(C(C)C)sc1NC(=O)COC(=O)c1nccnc1N`?
Keap1-Nrf2 PPI: 1; SR-BI DiI inh: -5; Cardiac RTF inh: 4; SR-BI DiI-HDL act: 5; Arr AP2 block: 42; NSD2 inh: -3; DAGLB inhibitor: -1; PKA-R2B activ: -9; PvdQ acylase: 5; C-LANA FP: 0.2

Results for CCc1cc2c(N3CCN(c4ccccc4)CC3)ncnc2s1 ?
Keap1-Nrf2 PPI: 0; SR-BI DiI inh: 58; Cardiac RTF inh: 2; SR-BI DiI-HDL act: -58; Arr AP2 block: -1; NSD2 inh: 1; DAGLB inhibitor: -10; PKA-R2B activ: -4; PvdQ acylase: -5; C-LANA FP: 0.4

How did C/C(=N\O)C(C)(C)Nc1ccc(Cl)cc1 do in these assays?
Keap1-Nrf2 PPI: 5; SR-BI DiI inh: -20; Cardiac RTF inh: -1; SR-BI DiI-HDL act: 20; Arr AP2 block: 37; NSD2 inh: 1; DAGLB inhibitor: 0; PKA-R2B activ: -6; PvdQ acylase: 4; C-LANA FP: 0.7

Results for Cc1csc(NC(=O)c2ccc(-c3ccc(Cl)cc3Cl)o2)n1 ?
Keap1-Nrf2 PPI: -2; SR-BI DiI inh: -18; Cardiac RTF inh: -14; SR-BI DiI-HDL act: 18; Arr AP2 block: 5; NSD2 inh: -1; DAGLB inhibitor: -7; PKA-R2B activ: 9; PvdQ acylase: -10; C-LANA FP: -3.7

What do the screens show for `COC(=O)[C@]1(C)N[C@H](CN(C)C(=O)Nc2ccc(Cl)cc2)[C@@H]2C(=O)N(Cc3ccccc3)C(=O)[C@@H]21`?
Keap1-Nrf2 PPI: -1; SR-BI DiI inh: 16; Cardiac RTF inh: 3; SR-BI DiI-HDL act: -16; Arr AP2 block: -3; DAGLB inhibitor: 0; PKA-R2B activ: -2; PvdQ acylase: -3; C-LANA FP: 2.1

Results for Cc1ccccc1NC(=O)C(C)OC(=O)CNS(=O)(=O)c1ccc(C#N)cc1 (centres undefined) ?
SR-BI DiI inh: -10; Cardiac RTF inh: 6; SR-BI DiI-HDL act: 10; Arr AP2 block: 0; NSD2 inh: -2; DAGLB inhibitor: 3; PKA-R2B activ: -6; PvdQ acylase: -13

What do the screens show for `Cc1ccc2[nH]c(CCN(C)C)c(CN3CCOCC3)c2c1`?
Keap1-Nrf2 PPI: -7; SR-BI DiI inh: -12; Cardiac RTF inh: -5; SR-BI DiI-HDL act: 12; Arr AP2 block: 21; NSD2 inh: 45; DAGLB inhibitor: 2; PKA-R2B activ: 0; PvdQ acylase: -13; C-LANA FP: 1.6

How did COc1ccc(CNC(=O)CCc2c(C)nc3cc(-c4ccccc4OC)nn3c2C)cc1 do in these assays?
Keap1-Nrf2 PPI: 3; SR-BI DiI inh: 20; Cardiac RTF inh: 1; SR-BI DiI-HDL act: -20; Arr AP2 block: 34; DAGLB inhibitor: -1; PKA-R2B activ: 3; PvdQ acylase: 5; C-LANA FP: -0.5

Results for CCN(CC(=O)Nc1ccc2c(c1)OCCO2)C(=O)c1cc(S(=O)(=O)N2CCOCC2)ccc1F ?
Keap1-Nrf2 PPI: -5; SR-BI DiI inh: -26; Cardiac RTF inh: -14; SR-BI DiI-HDL act: 26; Arr AP2 block: -9; NSD2 inh: 1; DAGLB inhibitor: 0; PKA-R2B activ: -15; PvdQ acylase: -9; C-LANA FP: -0.8

Results for COc1ccc(C2Nc3ccccc3C(=O)N2C2CCCCC2)cc1 (centres undefined) ?
Keap1-Nrf2 PPI: 3; SR-BI DiI inh: -5; Cardiac RTF inh: 10; SR-BI DiI-HDL act: 5; Arr AP2 block: 3; NSD2 inh: -1; DAGLB inhibitor: 1; PKA-R2B activ: -5; PvdQ acylase: 2; C-LANA FP: -1.5

What do the screens show for `O=C(Cn1c(=O)c(=O)n(Cc2ccccc2)c2ccc(Cl)cc21)Nc1cccc(F)c1`?
Keap1-Nrf2 PPI: -3; Cardiac RTF inh: -8; Arr AP2 block: 4; NSD2 inh: 1; DAGLB inhibitor: 0; PKA-R2B activ: 0; PvdQ acylase: -15; C-LANA FP: 0.0

Results for Cc1ccc(CNC(=O)C2CCCN(S(=O)(=O)c3cccc4nonc34)C2)cc1 (centres undefined) ?
Keap1-Nrf2 PPI: 1; SR-BI DiI inh: -14; Cardiac RTF inh: 8; SR-BI DiI-HDL act: 14; Arr AP2 block: 46; NSD2 inh: 1; DAGLB inhibitor: -1; PKA-R2B activ: 8; PvdQ acylase: 5; C-LANA FP: -3.6

How did O=C(O)c1ccc(Cl)c(S(=O)(=O)NCC2CCCO2)c1 (centres undefined) do in these assays?
Keap1-Nrf2 PPI: 0; SR-BI DiI inh: -11; Cardiac RTF inh: 4; SR-BI DiI-HDL act: 11; Arr AP2 block: 4; NSD2 inh: 1; DAGLB inhibitor: 0; PKA-R2B activ: -2; PvdQ acylase: -4; C-LANA FP: -1.1

Results for Cc1cc(=O)[nH]c(SCC(=O)N2CCCC(C)C2)n1 (centres undefined) ?
Keap1-Nrf2 PPI: -4; SR-BI DiI inh: -16; Cardiac RTF inh: 6; SR-BI DiI-HDL act: 16; Arr AP2 block: 13; NSD2 inh: -7; DAGLB inhibitor: -1; PKA-R2B activ: 7; PvdQ acylase: 11; C-LANA FP: 0.3

Results for Cn1c(=O)[nH]c(=O)c2c1nc(SCCN1CCCCC1)n2CCCc1ccccc1 ?
Keap1-Nrf2 PPI: -1; SR-BI DiI inh: -18; Cardiac RTF inh: -8; SR-BI DiI-HDL act: 18; Arr AP2 block: 6; NSD2 inh: 1; DAGLB inhibitor: -1; PKA-R2B activ: 0; PvdQ acylase: -15; C-LANA FP: -0.8

Results for CCOC(=O)CSc1nc2c(sc(=S)n2-c2ccc(CC)cc2)c(=O)[nH]1 ?
Keap1-Nrf2 PPI: -4; SR-BI DiI inh: -15; Cardiac RTF inh: 0; SR-BI DiI-HDL act: 15; Arr AP2 block: -8; NSD2 inh: 30; DAGLB inhibitor: 9; PKA-R2B activ: -1; PvdQ acylase: -10; C-LANA FP: -1.3

High-throughput results from PubChem.
